# CCR6 antagonist = CCR6 (human) receptor antagonism; CHO-K1 CCR6 PathHunter beta-arrestin, luminescence, CCL20-stimulated; inhibition, % at 20 µM; 340,000 tested, 0.49% active;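 active means compounds whose inhibition of the agonist-driven luminescence signal at 20 µM reaches about 50%, limit read from the data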;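 further: cells stimulated with CCL20 at 14 nM final; plate controls were DMSO with CCL20 for no effect and DMSO without agonist for full effect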
# 697 NFkB inh = inhibitors of the PMA/ionomycin-induced NF-kB reporter in 697 B cells; inhibition, % at 4 µM; 330,000 tested, 0.33% active; 697 B-cell NF-kB luciferase reporter, 16 h; AID 435022; in the data active means inhibition above about 35%
# SENP8 block = blocks the human protease SENP8; Q96LD8; purified SENP8, Z-RLRGG-aminoluciferin cleavage, luminescence; inhibition, % at 10 µM; 330,000 tested, 1.2% active; AID 2540
# Target sequence (Q96LD8 whole entry, looked up): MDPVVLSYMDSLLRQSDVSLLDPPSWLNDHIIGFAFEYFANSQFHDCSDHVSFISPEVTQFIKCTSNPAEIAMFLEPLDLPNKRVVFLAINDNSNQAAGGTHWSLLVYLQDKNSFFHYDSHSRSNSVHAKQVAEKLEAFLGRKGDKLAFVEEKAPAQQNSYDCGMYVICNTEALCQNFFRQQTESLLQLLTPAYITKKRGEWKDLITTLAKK
# Apaf1 inhib = human Apaf-1 inhibition; reconstituted apoptosome caspase-3 activity, DEVD-Rh110 fluorescence; inhibition, % at 20 µM; 330,000 tested, 0.71% active; active means inhibition of at least 40% at 20 µM;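 further: plate controls were DMSO wells for no effect and DEVD-CHO caspase inhibitor wells for full effect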
#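 detection = Rh110 fluorescence intensity | test system = biochemical Apaf-1 apoptosome reconstitution | also added = cytochrome c and DEVD-Rh110 substrate | schedule = 30 min plus 50 min, RT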
# Jurkat NFkB inh = inhibitors of the PMA/ionomycin-induced NF-kB reporter in Jurkat cells; AID 435003; inhibition, % at 4 µM; 330,000 tested, 0.53% active; PMA/ionomycin-induced NF-kB luciferase reporter, luminescence
# Gli-Sufu antag = Gli-Sufu pathway antagonism | 340,000 tested, 0.74% active | inhibition, % at 5 µM | AID 588413 | Sufu-KO-LIGHT fibroblasts, Gli luciferase reporter luminescence;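 active means inhibition above about 55%, limit read from the data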;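 further: 0% = DMSO-treated cells and 100% = wells with medium but no cells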
# UBC13 polyUb = inhibitors of human UBC13 polyubiquitin chain formation; inhibition, % at 20 µM; P61088; 330,000 tested, 0.47% active; TR-FRET; in the data active means inhibition above about 45%, passing the limit was not always enough
# Target sequence (P61088 whole entry, looked up): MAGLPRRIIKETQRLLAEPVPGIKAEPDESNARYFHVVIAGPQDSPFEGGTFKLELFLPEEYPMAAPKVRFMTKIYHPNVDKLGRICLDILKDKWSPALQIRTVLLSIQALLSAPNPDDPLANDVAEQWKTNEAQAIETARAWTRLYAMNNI
# EBI2 antag = blocks human EBI2 receptor beta-arrestin signaling | 360,000 tested, 0.81% active | AID 651636 | P32249 | inhibition, % at 5 µM | EBI2 beta-arrestin recruitment, luminescence, 7a,25-OHC stimulated; in the data active means inhibition above about 38%;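 further: enzyme fragment complementation signal reports receptor beta-arrestin coupling in cells; 0% = agonist plus DMSO wells and 100% = wells without agonist; some results beyond the cut were filed as inactive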
# Target sequence (P32249 whole entry, looked up, the tested form may be a part): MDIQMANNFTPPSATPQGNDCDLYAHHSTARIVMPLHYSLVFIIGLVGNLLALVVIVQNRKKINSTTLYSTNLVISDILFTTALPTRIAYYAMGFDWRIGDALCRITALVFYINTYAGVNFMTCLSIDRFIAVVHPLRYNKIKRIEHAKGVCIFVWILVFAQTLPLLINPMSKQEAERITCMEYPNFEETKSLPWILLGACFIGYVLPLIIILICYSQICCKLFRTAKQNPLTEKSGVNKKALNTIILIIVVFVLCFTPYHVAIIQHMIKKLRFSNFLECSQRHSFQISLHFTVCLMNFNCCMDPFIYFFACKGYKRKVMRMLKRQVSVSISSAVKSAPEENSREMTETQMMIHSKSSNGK
# * = called active by the depositor; nt = not tested or not shown. Unless noted, no stated cut-off is given here; in the data, active means inhibition above about 50%; inactive means the rest. These rows are one share of the data; rates above refer to the full screens.
SMILES,CCR6 antagonist,697 NFkB inh,SENP8 block,Apaf1 inhib,Jurkat NFkB inh,Gli-Sufu antag,UBC13 polyUb,EBI2 antag
COc1ccc(CN=C(Nc2ccccc2)SC2CC(=O)N(C)C2=O)cc1 (stereo not given),-4,17,4,3,6,4,9,7
COc1ccc(NC(=O)CCC(=O)N(Cc2ccc(OC)c(OC)c2)c2nccs2)cc1,12,2,-2,-7,3,-2,8,-14
C/C=C/C(=O)OCC(=O)Nc1ccc(C)c(S(=O)(=O)N(C)C)c1,5,19,1,3,21,5,6,8
O=C(COC(=O)c1ccc(O)cc1O)Nc1nnc(-c2ccccc2)o1,13,17,-7,5,2,-6,-4,3
CC1=C(C(=O)OC(C)C)C(c2cccnc2)C2=C(CC(C)(C)CC2=O)N1 (stereo not given),19,9,4,-7,-3,3,13,-10
O=C(CSc1nnc(-c2ccccc2F)n1C1CCCCC1)N1CCCC1,-1,-36,2,12,-2,5,-7,-12
C=CCOC(=O)C1=C(C)NC(=O)NC1c1cn(-c2ccccc2)nc1-c1cccs1 (stereo not given),-2,-10,-8,13,-1,3,-1,8
Cc1ccc(CNC(=O)c2cc(S(=O)(=O)N3CCOCC3)cn2C)cc1,9,3,5,-13,-3,-10,6,0
O=c1oc2ccccc2c(Nc2ccccc2O)c1[N+](=O)[O-],16,-6,2,3,2,-3,0,7
CCCN1C2CCCC1CC(NC(=O)NC13CC4CC(CC(C4)C1)C3)C2 (stereo not given),5,-11,-3,-3,-31,15,1,0
COCCC(=O)Nc1ccc2c(c1)CN(C(=O)CSC)CC2,7,25,4,-11,-6,2,-2,-3
O=C(Nc1ccc(N2CCCC2=O)cc1)c1cncc(Br)c1,5,-12,0,1,-5,-11,13,-10
CCC(=O)NCCc1nc2cc(NC(=O)c3ccc(OC)cc3)ccc2n1C,6,-26,0,-11,-45,-25,7,-3
CC(C)N(Cc1nccn1C)C(=O)c1ccc2oc(Cc3ccccc3)nc2c1,5,-18,-2,1,-14,-7,0,-2
O=C(CCNC(=O)Cn1ccc2ccccc2c1=O)NCC1CCCC1c1ccccc1 (stereo not given),7,26,7,-6,-2,-9,4,-1
O=C1NC(=Nc2ccccc2)c2c1cccc2[N+](=O)[O-],11,7,0,-1,-3,-5,4,-7
O=C(N/N=C/c1ccc(Br)o1)c1ccc2c(c1)OCCO2,15,-71,-16,-8,-75,-71,-10,-6
CCCCn1c(N)c(N(CCOC)C(=O)Cn2c(=O)oc3ccccc32)c(=O)[nH]c1=O,-17,-1,-13,-1,7,-17,-4,0
COCCN(C(=S)Nc1cccc(OC)c1)C1CCN(C(C)C)CC1,9,5,2,12,-3,16,5,-8
Cc1ccc(NC(=O)C(c2ccccc2)N2CCN(CC(=O)N3CCOCC3)CC2)cc1 (stereo not given),-1,24,-2,0,14,8,8,0
COc1ccc(CC(=O)NCC2CCCN(Cc3ccc(F)cc3F)C2)cc1 (stereo not given),14,15,-4,2,9,11,1,12
COc1cc(CNCc2ccccn2)ccc1OCc1c(Cl)cccc1Cl,13,-66,-2,-7,4,15,8,-4
COC(=O)NC1CCC(CC2CCC(NC(=O)OC)CC2)CC1 (stereo not given),10,10,-3,15,1,-8,3,2
Cc1oc2cc3oc(=O)c(CCC(=O)NCCN4CCOCC4)c(C)c3cc2c1C,-9,18,6,-2,-6,-7,11,-5
O=C(NC1CCCC1)C(c1ccc(F)cc1)N(Cc1ccccc1)C(=O)c1csnn1 (stereo not given),25,18,-4,2,-2,-5,1,4
O=C(c1cc(=O)[nH]c2ccccc12)N1CCN(c2ccccc2)CC1,-4,-12,5,-2,-8,0,-4,-1
C=CCN1C(=O)/C(=C2/Sc3ccccc3N2CC)SC1=S,0,14,-1,-1,3,9,-11,-8
O=C(CSc1ccc(Cl)cc1)Nc1cccc(-c2nc3ccccc3[nH]2)c1,16,-75,-3,9,-30,-39,-6,1
CCC(C)c1ccccc1NC(=O)COC(=O)c1ccc(N2CCCC2)c([N+](=O)[O-])c1 (stereo not given),15,17,0,8,-4,-6,-4,12
CC(C)Nc1nc(-c2ccccc2)nnc1-c1ccccc1,3,3,0,17,3,7,-4,3
COc1ccc2c(c1)C=C(CN1CCN(C(C)C)C(CCO)C1)CO2 (stereo not given),3,13,3,-15,-4,-4,6,3
CC(=O)c1sc2c(c1OC(=O)c1ccc(Cl)cc1Cl)c(=O)n(-c1ccccc1)c(=S)n2-c1ccccc1,0,-15,1,9,69*,11,-4,-5
CCCS(=O)(=O)c1nc(S(=O)(=O)c2ccc(C)cc2)c(N2CC(C)OC(C)C2)s1 (stereo not given),12,7,-1,11,12,14,-5,-9
Cc1ccc(S(=O)(=O)c2cc(N3CCOCC3)nc(-c3ccccc3)n2)cc1,13,15,-11,12,-7,-16,-2,12
CCCCc1ccc(NC(=O)Cn2c(=O)c(N3CCCCC3)c(N)n(C)c2=O)cc1,-4,3,0,8,5,-14,18,9
O=C(/C=C/c1ccc(S(=O)(=O)N2CCOCC2)cc1)NC(CO)C(O)c1ccc([N+](=O)[O-])cc1 (stereo not given),2,14,-4,-3,3,7,-14,-3
Cc1ccc(S(=O)(=O)CC(=O)c2cc3cccc(C)c3oc2=O)cc1,1,3,-4,16,11,-16,-5,4
O=C(NCC1CCCO1)C1CCN(C2CCN(C3CCCCCC3)CC2)CC1 (stereo not given),-2,8,2,-10,-1,16,-6,4
COc1ccc(NC(=O)c2cc(CC(C)C)nc3ccccc23)cc1,16,-287,-3,-3,38,-15,1,5
O=C(NCCOc1ccccc1)c1cc(S(=O)(=O)N2CCOCC2)ccc1F,7,-13,5,-10,1,-43,-1,6
CCc1ccc2oc(C(=O)NCc3ccc(S(N)(=O)=O)cc3)c(C)c2c1,14,-30,-7,7,-4,-4,0,0
CN(C)C(CN=C1NS(=O)(=O)c2ccccc21)c1ccco1 (stereo not given),12,21,1,-7,9,8,-1,0
Cc1cc(C(=O)NN=Cc2ccc(-c3ccc(F)cc3)o2)c(C)o1,-7,-9,-19,6,3,-18,-9,2
O=C1CCC(=O)N1c1ccc(CSc2nnnn2C2CCCCC2)cc1,19,28,0,-14,9,4,5,-6
O=C(Nc1ccc(NC(=O)c2cc([N+](=O)[O-])ccc2N2CCOCC2)cc1)c1cccs1,29,13,1,1,-9,6,2,29

# Nothing new here: 7 of the compounds above.
SMILES,CCR6 antagonist,697 NFkB inh,SENP8 block,Apaf1 inhib,Jurkat NFkB inh,Gli-Sufu antag,UBC13 polyUb,EBI2 antag
Cc1ccc(S(=O)(=O)CC(=O)c2cc3cccc(C)c3oc2=O)cc1,1,3,-4,16,11,-16,-5,4
O=C(NCC1CCCO1)C1CCN(C2CCN(C3CCCCCC3)CC2)CC1 (stereo not given),-2,8,2,-10,-1,16,-6,4
COc1ccc(NC(=O)c2cc(CC(C)C)nc3ccccc23)cc1,16,-287,-3,-3,38,-15,1,5
O=C(NCCOc1ccccc1)c1cc(S(=O)(=O)N2CCOCC2)ccc1F,7,-13,5,-10,1,-43,-1,6
CCc1ccc2oc(C(=O)NCc3ccc(S(N)(=O)=O)cc3)c(C)c2c1,14,-30,-7,7,-4,-4,0,0
CN(C)C(CN=C1NS(=O)(=O)c2ccccc21)c1ccco1 (stereo not given),12,21,1,-7,9,8,-1,0
Cc1cc(C(=O)NN=Cc2ccc(-c3ccc(F)cc3)o2)c(C)o1,-7,-9,-19,6,3,-18,-9,2

# A second format for part of the listing above.
# Values run as follows: CCR6 antagonist | 697 NFkB inh | SENP8 block | Apaf1 inhib | Jurkat NFkB inh | Gli-Sufu antag | UBC13 polyUb | EBI2 antag
CCc1ccc2oc(C(=O)NCc3ccc(S(N)(=O)=O)cc3)c(C)c2c1
  14 | -30 | -7 | 7 | -4 | -4 | 0 | 0
CN(C)C(CN=C1NS(=O)(=O)c2ccccc21)c1ccco1 (stereo not given)
  12 | 21 | 1 | -7 | 9 | 8 | -1 | 0

# The list continues.
SMILES,CCR6 antagonist,697 NFkB inh,SENP8 block,Apaf1 inhib,Jurkat NFkB inh,Gli-Sufu antag,UBC13 polyUb,EBI2 antag
Cc1ccc(NC(=O)OCCN2CCN(Cc3ccccc3)CCC2=O)cc1,9,-15,-5,8,-17,-4,-7,-4
COc1cc2c(cc1OC)C(c1ccc(C(F)(F)F)cc1)CC(=O)N2 (stereo not given),7,-29,-9,7,-8,0,-2,5
CC(C)(C)c1cc2cccnc2n1Cc1ccccc1,6,-3,-5,-2,0,9,11,-2
Cc1cc(NC(=O)CSc2nc(=O)cc(N)n2-c2ccc(F)cc2)no1,-3,8,4,1,-4,1,4,-4
O=c1c2ccccc2c(C=Nc2cccc(S(=O)(=O)NC3=NCCCCC3)c2)c(O)n1Cc1ccccc1,10,2,8,27,15,15,-8,18
CCN1CCN(S(=O)(=O)c2ccc(OC)c3ccccc23)CC1,-1,-5,-9,1,-2,-22,-1,9
O=C(NC1C/C=C\C(c2ccccc2)N(c2ccccc2)C(=O)C1)OCC1c2ccccc2-c2ccccc21 (stereo not given),17,12,nt,22,nt,-3,nt,13
CCn1c(=O)c(C(=O)NCCNCCO)c(O)c2ccccc21,7,-7,-2,-4,-12,-3,20,4
Cn1nc(-c2ccccc2)c(C(O)c2ccc(Cl)cc2)c1Cl (stereo not given),1,-13,-5,23,-17,-3,-16,1
Cc1nnc(NC(=O)C2CCN(S(=O)(=O)c3ccc(F)c(Cl)c3)CC2)o1,13,-5,6,8,-2,-15,-6,-6
O=C(Cc1ccccc1F)Nc1cccc2cccnc12,8,3,-5,7,-10,-18,29,-5
C=CCn1c(C)c(C(C)=O)c(N2CCCC2)nc1=S,-4,-12,-1,1,15,-19,0,-2
O=C(c1cc(-c2cccnc2)nc2ccc(Cl)cc12)N1CCN(S(=O)(=O)c2cccs2)CC1,5,-9,-3,9,20,3,-9,8
O=C(c1ccccc1)c1ccc2nc(-c3ccco3)c(-c3ccco3)nc2c1,34,-7,25,41*,-11,-2,32,7
CCCCCNC(=O)c1cn(CC)c2cc(N3CCN(C)CC3)c(F)cc2c1=O,4,-20,-8,-72,-33,11,1,16
COc1ccc(-c2noc(N3CCC(C(=O)N(C)c4ccccc4)CC3)n2)cc1,0,9,6,8,9,-2,9,14
COC(=O)c1sccc1S(=O)(=O)Nc1ccc(S(N)(=O)=O)cc1,4,16,-2,-12,12,0,-4,1
Cc1ccccc1N1CCN(CCCOc2ccc3c(C)cc(=O)oc3c2)CC1,12,-20,-1,19,6,14,-1,16
COc1ccc2[nH]c(=O)c(CN(Cc3cccnc3)Cc3nnnn3CC3CCCO3)cc2c1 (stereo not given),12,6,8,-26,15,11,10,-4
CCOC(=O)c1c(NC(=O)CNC2CCCCC2)sc(C)c1C,10,7,3,3,0,15,18,2
CN1CCN(C(=O)c2ccc(CS(=O)Cc3ccc(Cl)cc3)o2)CC1 (stereo not given),-3,-40,0,-8,-12,12,1,-3
C[C@H](NC(=O)[C@H]1N2C(=O)c3ccccc3C2SC1(C)C)C(=O)N1CCCCC1 (stereo not given in full),-10,1,-2,-13,1,-3,9,-1
CCN(CC)S(=O)(=O)c1ccc2nc(NC(=O)c3ccco3)sc2c1,-1,-8,-8,-1,8,-11,5,15
O=C(CSc1ncnc2c1nnn2Cc1ccccc1)NC1CCCCC1,25,-8,1,-5,1,9,12,-9
CCOC(=O)c1ccc(N2C(=O)CC(Nc3ccc(CCO)cc3)C2=O)cc1 (stereo not given),-10,-8,2,-12,-4,-2,-3,-8
CSc1ccc(/C=N/NC(=O)c2ccc(O)cc2)cc1,2,-48,-17,1,-28,-61,-12,-3
O=C(CSc1nnc(-c2ccccc2O)n1Cc1ccccc1)NNC(=O)c1ccccc1O,0,4,-9,11,5,-6,6,9
O=C(CC1N=C(Cc2ccccc2)NNC1=O)N/N=C/c1ccc([N+](=O)[O-])cc1 (stereo not given),-8,8,-5,0,-4,6,4,-8
Cc1ccc(NS(=O)(=O)c2ccc3[nH]c(=O)sc3c2)cc1,-3,-9,-4,4,-11,-6,-6,-11
CCSc1nc2sc3c(c2c(=O)n1-c1ccccc1C)CCN(C)C3,10,4,-1,8,10,-11,6,4
CCOC(=O)c1c(NC(=O)COc2ccccc2OCC)sc2c1CC(C)(C)NC2(C)C,8,-14,-1,29,11,21,14,-33
CN(C)CCOc1ccc(Cl)cc1C(C)(C)C,-9,-13,-9,4,3,-22,-6,-9
CN(CCC#N)C(=O)COC(=O)c1nn(-c2ccccc2)c(=O)c2ccccc12,0,-8,-8,2,-12,-1,1,-6
O=C1Nc2ccc([N+](=O)[O-])cc2C1=Nc1cccc(CO)c1,57*,30,2,41*,8,1,-41,-18
